AmpC inh detg: qHTS Inhibitors of AmpC Beta-Lactamase (assay with detergent); P00811; AmpC hydrolysis of nitrocefin, absorbance 480 nm, 0.01% Triton; Potency, µM (series often up to 114 µM), for the others: top-dose activity change, negative = inhibition, most hits filed as inhibitors; 370,000 tested, 0.041% active;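 also: potency is read from the fitted curve at half-maximal effect; 0% = no-compound wells and -100% = no-enzyme wells; nearly all actives have a fitted effect of over 25% in size; some results filed as inactive show a strong effect at the top dose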
Target sequence (P00811 whole entry, looked up): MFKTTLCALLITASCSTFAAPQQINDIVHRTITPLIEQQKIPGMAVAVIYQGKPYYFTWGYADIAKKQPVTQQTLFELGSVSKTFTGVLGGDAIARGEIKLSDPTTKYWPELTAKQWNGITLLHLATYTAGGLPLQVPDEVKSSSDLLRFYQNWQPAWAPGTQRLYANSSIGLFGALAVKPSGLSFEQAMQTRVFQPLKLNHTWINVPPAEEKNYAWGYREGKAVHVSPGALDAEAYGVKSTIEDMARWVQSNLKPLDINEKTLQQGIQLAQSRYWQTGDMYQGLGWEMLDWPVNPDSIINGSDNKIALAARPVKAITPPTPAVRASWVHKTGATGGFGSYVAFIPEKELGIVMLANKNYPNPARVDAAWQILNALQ
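20 mM phosphate pH 7.0 + 0.01% (detergent screen) or 0.0001% Triton X-100; 5.3 nM AmpC reagent; cpd preinc 15 min RT; nitrocefin (800 uM stock) to start; A480 q20 s × 4 min; Activity was normalised to no-enzyme and no-compound control wells.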
HCV inh: qHTS Assay for Inhibitors of Hepatitis C Virus (HCV) | Potency, µM (doses to about 41.8 µM), for the others: at the top dose activity change, negative = inhibition, most hits filed as inhibitors | Huh7.5.1 HCVcc-Cre infection, luciferase reporter, 44 h | 340,000 tested, 3.4% active; also: potency is read from the fitted curve at half-maximal effect
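Infectious HCVcc-Cre (~0.5 moi) was added to cells just after compound, with cells seeded 4 h earlier at 1,000 per well. Luciferase activity after 44 h culture reported infection; substrate was incubated 15 min at room temperature before reading.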
AMA1 RON2 block: qHTS for Inhibitors of AMA1-RON; Towards Development of Antimalarial Drug Lead: Primary Screen | Plasmodium falciparum AMA1 (3D7) - RON2 peptide interaction | AlphaScreen AMA1-biotinylated RON2 peptide binding | Potency, µM (highest dose often 58.2 µM), for the others: at the highest dose activity change, negative = inhibition, hits mostly inhibitors | 360,000 tested, 0.2% active | AID 720542, 2013;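 also: potency is read from the fitted curve at half-maximal effect; 0% = vehicle wells and -100% = peptide control; nearly all actives have a fitted effect of over 45% in size; some results filed as inactive show a strong effect at the top dose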
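AMA1 (3D7) with his tag at 25 nM final met compounds first, then biotinylated RON2 peptide at 25 nM; detection used donor plus acceptor beads, 10 µg/mL apiece, read by AlphaScreen after 30 min at room temperature.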
Giardia FBPA inh: qHTS Assay for Inhibitors of Fructose-1,6-bisphosphate Aldolase from Giardia Lamblia; Potency, µM (top dose mostly 59.6 µM), inactives show top-dose activity, negative = inhibition, usual class: inhibitors; A8B2U2; purified Giardia FBPA; 290,000 tested, 0.71% active; AID 2451, 2010; also: potency is read from the fitted curve at half-maximal effect; nearly all actives have a fitted effect of over 55% in size
Target sequence (A8B2U2 whole entry, looked up): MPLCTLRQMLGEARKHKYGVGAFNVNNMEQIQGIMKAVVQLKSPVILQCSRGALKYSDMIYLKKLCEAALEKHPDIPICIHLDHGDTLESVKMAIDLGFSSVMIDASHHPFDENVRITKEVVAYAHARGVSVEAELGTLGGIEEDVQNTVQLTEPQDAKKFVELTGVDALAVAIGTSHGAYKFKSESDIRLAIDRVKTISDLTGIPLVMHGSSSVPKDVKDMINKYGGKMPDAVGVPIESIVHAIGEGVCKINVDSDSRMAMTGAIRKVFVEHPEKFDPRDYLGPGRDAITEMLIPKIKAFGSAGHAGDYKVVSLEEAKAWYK
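40 nM FBPA preincubated 10 min at RT with compound (up to 57.5 uM final), then substrate plus GAPDH/TPI/NAD/arsenate coupling and diaphorase/resazurin added. Fluorescence read after 20 min at RT, 525/598 nm.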
Sm TGR inh: qHTS Assay for the Inhibitors of Schistosoma Mansoni Peroxiredoxins. 360,000 tested, 3% active. Potency, µM (titrated, usually from 114 µM), inactives show top-dose activity change, negative = inhibition, actives largely listed as inhibitors. purified TGR, DTNB reduction, TNB absorbance 405 nm; also: potency is read from the fitted curve at half-maximal effect; nearly all actives have a fitted effect of over 60% in size
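First, TGR (20 nM dispensed) and NADPH were mixed with compound. Second, a 15 min room-temperature incubation followed. Third, further NADPH and then DTNB were added to start the reaction. Finally, TNB absorbance was monitored kinetically.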
HCMV antiviral: qHTS Assay for inhibitors of the human cytomegalovirus (HCMV); HFF cells, HCMV-luciferase reporter, 72 h; active compounds read low; activity change, negative = inhibition, % at 57.5 µM; 410,000 tested, 4.5% active; in the data active = activity change below about -60%; inconclusive = no clear call, values can overlap the other calls; inactive = above about -39%
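Steps: HFFs plated, 16 h 37C; compounds added; HCMV-luciferase added to MOI 1 PFU/cell; 72 h 37C; OneGlo reagent, 5 min room temperature; luminescence read, normalized to controls.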
* = called active by the depositor; ? = inconclusive; · = not tested or not shown; & = joins results of further samples; [ ] = another dose, or the depositor's remark. Unless noted, calls follow the shape of the dose curve; as a rule, active = well fitted curve in the direction sought with a large enough effect; inconclusive = small, poorly fitted or top-dose-only effect, or another doubt; inactive = no such curve, though single readings can be large; an effect the other way counts as inactive or inconclusive. Unless noted, % is scaled to controls: 0 for no effect and ±100 for the full control effect.

SMILES | AmpC inh detg | HCV inh | AMA1 RON2 block | Giardia FBPA inh | Sm TGR inh | HCMV antiviral
Cc1cccc(OCC(=O)NCCCNC(=O)c2ccc(C)nc2)c1 | 0% | 6% | 19% | 3% | 8% | -18
O=C(c1cc(COc2ccc(F)cc2Cl)on1)N1CCCC(c2ccccc2)C1 (configuration not stated) | -3% | ? | -6% | -2% | 18% | -37
CC(=O)c1ccc(N2CCN(c3nc4c(S(=O)(=O)c5ccc(C)c(C)c5)nnn4c4ccc(Cl)cc34)CC2)cc1 | 4% | · | · | · | 8% | 23
CC(=O)c1cccc(NC(=O)COC(=O)CCC(=O)c2ccc(F)cc2)c1 | · | 12% | -25% | · | · | 4
CN1C2C=C(N(CCc3c[nH]c4ccccc34)C(=O)c3ccc(Cl)cc3)CC1CC2 (configuration not stated) | 1% | ? | -5% | 0% | -1% | 16
CC(=O)c1ccc(NC(=O)N2CCc3ccccc3C2)cc1 | ? | -8% | -8% | -4% | 15% | -8
CN(C)c1ccc(CNS(=O)(=O)c2ccc3[nH]c4c(c3c2)CCCCC4)cc1 | 16% | · | · | · | 0% | -65*
C[N+](C)(C)CC(=O)N/N=C/c1c2ccccc2cc2ccccc12 | 1% | ? | 27% | · | -7% | 36
O=C1CC(NCCN2CCOCC2)C(=O)N1Cc1ccc(N2CCCC2=O)cc1 (configuration not stated) | -10% | -8% | 83%[activator] | -4% | ? | 8
O=C(COC(=O)CCS(=O)(=O)c1ccccc1)Nc1cc(S(=O)(=O)N2CCCCC2)ccc1Cl | -2% | 5% | -2% | · | -4% | 0
O=C(O)c1cc2cc(OCc3ccccc3)ccc2[nH]1 | 3% | 9% | 0% | 24% | -24% | 89
CCC(=O)Oc1ccc2c(c1)O/C(=C\c1ccco1)C2=O | 3% | 9% | -22% | 2% | 11µM* | -18
CCOC(=O)c1cc2c3ccccc3n(CC)c2nc1N | ? | ? | -9% | -4%[12.9 µM] | 15% | 3
O=C(NCCc1ccccc1)c1ccc2nc3cc(Cl)ccc3c(=O)n2c1 | 1% | 10% | 1% | 7% | 4% | ?
NC1CCCCC1N=Cc1c(O)n(CCc2ccc(F)cc2)c(=O)[nH]c1=O (configuration not stated) | 1% | ? | 2% | 0% | -1% | ?
COc1ccc(OCC(=O)Nc2ccc3c(c2)OCO3)cc1 | -8% | -13% | -24% | -8% | -18% | -12
COc1ccccc1CCNC(=O)c1cccc(S(=O)(=O)NCc2ccccc2)c1 | -10% | ? | -7% | · | 2% | -1
COc1ccc(S(=O)(=O)NC2CC(=O)N(c3ccc(C)c(C)c3)C2)cc1C (configuration not stated) | ? | -13%[8.37 µM] | -4% | · | 4% | 19
CCC(C)Sc1nc2c(c(=O)[nH]c(=O)n2C)n1Cc1ccccc1Cl (configuration not stated) | -7% | -16% | -1% | 0% | -2% | -36
CCOC(=O)c1ccc(NC2(c3ccccc3)C(=O)c3ccccc3C2=O)cc1 | -4% | · | · | · | 0% | 6
CCOC(=O)N1CCN(C(=O)c2ccc(N(Cc3ccccc3Cl)S(C)(=O)=O)cc2)CC1 | 2% | 0% | -1% | -2% | -18% | -7
O=C(CSc1ccc2nnc(-c3ccccn3)n2n1)N1CCN(c2ccccc2)CC1 | -10% | -8% | ? | -6% | 0% | -36
O=C(CCNC(=O)c1ccc(Cl)cc1)NCCCN1CCOCC1 | ? | 11% | 89%[activator] | · | -26% | 1
Cc1ccccc1N=C1C(=O)Nc2ccccc21 | · | 21% | 5% | · | · | -17
O=C(N/N=C/c1c(Cl)nc2ccccn2c1=O)c1cccnc1 | -6% | 4% | 39%[activator] | -25% | ? | 42
CCn1c(SCC(=O)Nc2cc(Cl)ccc2OC)nc2c([nH]c3ccccc32)c1=O | -1% | · | · | · | 9% | 32
CN(CC(=O)O)S(=O)(=O)/C=C/c1ccccc1 | 1% | 8% | 7% | 0% | -2% | ?
Cc1ccc(OCCCCN2CCc3ccccc3C2)cc1 | ? | 13% | -6% | ? | 2% | 81
CCOCCCNc1ccc(N2C(=O)CCCC2=O)cc1[N+](=O)[O-] | -2% | 6% | 15% | -4% | 2% | -30
COc1ccc(OC)c(N(CC(=O)Nc2ccccc2C(=O)NCc2ccco2)S(C)(=O)=O)c1 | 0% | -3% | -2% | 0% | -10% | -19
O=C1CCc2ccc(OCCCCN3CCN(c4cccc(Cl)c4Cl)CC3)cc2N1 | -11% | -15% | -9% | -7%&-7% | 4% | -17
O=c1[nH]nc(CNc2ccc(C(F)(F)F)cc2)c2ccccc12 | ? | -12% | 0% | -11% | -2% | 4
Cc1ccc(C)c(NC(=O)C(c2ccccc2)N2Cc3ccccc3C2=O)c1 (configuration not stated) | 2% | · | · | · | -3% | -38
COc1ccc(C(=O)C2CCCN(C(=O)c3ccnn3C)C2)cc1OC (configuration not stated) | -1% | 13% | 2% | -4% | 1% | 19
C/C(=N\NC(=O)c1cc(C)oc1C)c1ccc(C)c([N+](=O)[O-])c1 | -13% | -8% | 2% | · | -7% | -15
CCN1C(=O)c2ccccc2Sc2ccc(NC(=O)Nc3cc(C)cc(C)c3)cc21 | 18% | · | · | · | -18% | -99*
COc1ccc2cc([C@H](C)C(=O)OCc3cn(CC(=O)c4ccc(O)cc4)nn3)ccc2c1 | · | ? | 41%[activator] | · | · | 1
CCN(CC)S(=O)(=O)c1ccc2c(c1)c(=O)c(C(=O)NCCN(C)CCc1ccccc1)cn2C | 0% | ? | -4% | 6% | -8% | 29
COc1ccc(CCNc2nc(N3CCOCC3)nc(N3CCOCC3)n2)cc1OC | 0% | ? | 4% | -9% | -1% | 52
CC(C)(C)c1ccc2c(c1)N(CC(=O)O)C(=O)CO2 | 3% | 4% | 47%[activator] | 11% | 2% | 1
Cc1noc(C)c1COc1ccc(CC(=O)NC2CCCCCC2)cc1 | 4% | -2% | 0% | 0% | 2% | -2
COc1cc(OC)cc(Oc2ccc(S(=O)(=O)N3CCCCC3)cc2[N+](=O)[O-])c1 | ? | ? | -3% | 9% | -26% | 19
COc1ccc(/C=C/c2nc(N)nc(-c3ccccc3O)n2)cc1 | -6% | -16% | 0% | -1% | -17% | -13
NC(=O)c1cccc(-c2noc(-c3ccccc3F)n2)c1 | 7%&1% | · | · | · | 1%&-17% | 20
CCCC(=O)Nc1cccc(-c2nc3ccccc3c(=O)o2)c1 | 0% | 7% | 4% | 1% | 19% | -5
Cn1c(=O)c2c(nc(NN=C3CCCCC3)n2C)n(C)c1=O | -2% | 8% | 29% | -28% | 13µM* | -19
Cc1nnc(NC2=NCCCCC2)o1 | ? | -2% | 33%[activator] | 4% | 0% | 17
CCOc1ccc(NC(=O)Cn2nnc(-c3nc(-c4ccncc4)no3)c2N)cc1 | -5% | · | · | · | 1% | 1
O=C(CSc1nc2ncc(Cl)cc2[nH]1)Nc1cccc(F)c1 | -5% | -13% | -8% | -4% | -1% | ?
CC(=O)Nc1ccc(NC(=O)C2CCN(c3c(Cc4ccccc4)c(C)nc4ncnn34)CC2)cc1 | · | -5% | -4% | · | · | -37
NC(=O)C1=C[C@H](c2coc3ccccc3c2=O)C[C@H](OCc2ccc(CO)cc2)O1 | 6% | ? | 7% | 4% | -7% | -2
COc1ccc(NC(=O)CCSc2nnnn2C)cc1 | 0% | 4% | 7% | 8% | -1% | -35
Nc1c(C(=O)CSc2nc(-c3ccccc3)cs2)c(=O)[nH]c(=O)n1C1CC1 | 8% | ? | 0% | · | -21% | ?
O=c1c2c3c(sc2ncn1-n1cccc1)CCCCC3 | 6% | -27% | -7% | 17% | -7% | -2
CC(Oc1ccc(Cl)cc1)C(=O)NCCN1C(=O)S/C(=C\c2cccnc2)C1=O (configuration not stated) | -8% | ? | -18% | 4% | -21% | -71*
O=C(C[C@H]1C/C=C\C[C@@H](Cc2ccc(F)cc2)C(=O)OC[C@H]2CCCN2C1=O)N[C@@H](CO)Cc1ccccc1 | · | 10% | 15% | · | · | -16
O=c1cc(-c2ccccc2Cl)oc2c(NS(=O)(=O)c3ccccc3OC(F)(F)F)ccc(O)c12 | -1% | -5% | 36%[activator] | 8% | -12% | -14
COCCNC(=O)Cn1c(=O)n(CCC(=O)NCCc2ccccc2)c(=O)c2ccccc21 | ? | 26% | -2% | 7% | 0% | -22
CC1(NC(=O)CN2CCN(c3cnn(-c4ccccc4)c(=O)c3Cl)CC2)CCS(=O)(=O)C1 (configuration not stated) | -3% | 5% | 13% | · | ? | -3
Cc1ccc(-c2n[nH]c(=S)n2Cc2ccccc2)cc1 | -1% | 18% | 43%[activator] | 9% | -2% | 62

In another format: 2 of the compounds above
The line under a structure holds: AmpC inh detg | HCV inh | AMA1 RON2 block | Giardia FBPA inh | Sm TGR inh | HCMV antiviral
Cn1c(=O)c2c(nc(NN=C3CCCCC3)n2C)n(C)c1=O
  -2% | 8% | 29% | -28% | 13µM* | -19
Cc1nnc(NC2=NCCCCC2)o1
  ? | -2% | 33%[activator] | 4% | 0% | 17

Of the compounds above, these have fluorine.
SMILES | AmpC inh detg | HCV inh | AMA1 RON2 block | Giardia FBPA inh | Sm TGR inh | HCMV antiviral
O=C(c1cc(COc2ccc(F)cc2Cl)on1)N1CCCC(c2ccccc2)C1 (configuration not stated) | -3% | ? | -6% | -2% | 18% | -37
CC(=O)c1cccc(NC(=O)COC(=O)CCC(=O)c2ccc(F)cc2)c1 | · | 12% | -25% | · | · | 4
NC1CCCCC1N=Cc1c(O)n(CCc2ccc(F)cc2)c(=O)[nH]c1=O (configuration not stated) | 1% | ? | 2% | 0% | -1% | ?
O=c1[nH]nc(CNc2ccc(C(F)(F)F)cc2)c2ccccc12 | ? | -12% | 0% | -11% | -2% | 4
NC(=O)c1cccc(-c2noc(-c3ccccc3F)n2)c1 | 7%&1% | · | · | · | 1%&-17% | 20
O=C(CSc1nc2ncc(Cl)cc2[nH]1)Nc1cccc(F)c1 | -5% | -13% | -8% | -4% | -1% | ?
O=C(C[C@H]1C/C=C\C[C@@H](Cc2ccc(F)cc2)C(=O)OC[C@H]2CCCN2C1=O)N[C@@H](CO)Cc1ccccc1 | · | 10% | 15% | · | · | -16
O=c1cc(-c2ccccc2Cl)oc2c(NS(=O)(=O)c3ccccc3OC(F)(F)F)ccc(O)c12 | -1% | -5% | 36%[activator] | 8% | -12% | -14
